TAG inh: triacylglycerol accumulation inhibition. H9c2 cells, Nile Red lipid (TAG) fluorescence; cells loaded with 200 µM oleic acid. inhibition, % at 12.5 µM. 230,000 compounds, 0.66% hits;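 active = pattern-corrected inhibition of lipid staining of at least 50% with the nuclear-stain viability signal not falling by more than 50%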;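 note: 0% = DMSO wells and 100% = triacsin C control wells; some results filed as inactive read as strong as hits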
TAG inh DAPI viability: second read-out of TAG inh, no call of its own (marks repeat the call); DAPI nuclei signal change (viability), lower = more cytotoxic, %;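 whole-well DAPI fluorescence read on a plate reader as a viability signal; minus 50 percent equals half of cells still viable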
* = called active by the depositor; & = joins results of further samples. Only part of the results is shown, so the mix of outcomes need not match the whole.

SMILES | TAG inh | TAG inh DAPI viability
O=C(CSc1nnc(-c2ccccc2Br)o1)Nc1cccc2ccccc12 | 3.8 | -7.6
CCOC(=O)C1(CCOc2ccccc2)CCN(Cc2cccn2-c2cccnc2)CC1 | -23.1 | 11.4
Cc1ccccc1C(=O)OCC(=O)NCC1COc2ccccc2O1 (configuration not stated) | -10.4 | -1.8
O=C(CN1CCCN(S(=O)(=O)c2ccc(F)cc2)CC1)Nc1ccccc1Br | -23.0 | -9.4
Cc1ccccc1-n1nc(C)c(N=O)c1N | -0.4 | -11.7
O=C(CNC(=O)c1cc(Cl)cc([N+](=O)[O-])c1)OCC(=O)N1CCCCC1 | 10.0 | 0.0
OC(CNC1CCCC1)COc1ccccc1Br (configuration not stated) | -2.0 | 1.1
O=c1c2cnn(-c3ccc(F)cc3)c2ncn1Cc1ccccc1 | -3.9 | 5.0
CCCNC1CCS(=O)(=O)C1 (configuration not stated) | -9.0 | 12.9
O=C(N/N=C/c1ccccc1)c1sccc1OCc1ccc(F)cc1 | -1.3 | 2.9
NC(=O)c1ccccc1OCC(=O)Nc1ccc(Cl)c(Cl)c1 | -3.8 | -1.1
O=C(CC1COc2ccccc2O1)Nc1ccccn1 (configuration not stated) | 23.6 | -14.2
Nc1nc(NCCCN2CCOCC2)nc(Nc2cccc(F)c2)c1[N+](=O)[O-] | 12.9 | 7.5
CCCOc1ccc(N)cc1N | 27.0 | -12.6
Cc1ccc(N/N=C2\COC(C)(C)CC2=O)cc1 | -6.6 | 10.0

Single records, as listed above. Order of screens: TAG inh, TAG inh DAPI viability
Record of Nc1nc(NCCCN2CCOCC2)nc(Nc2cccc(F)c2)c1[N+](=O)[O-] : 12.9, 7.5
Record of O=C(CSc1nnc(-c2ccccc2Br)o1)Nc1cccc2ccccc12 : 3.8, -7.6
Record of CCCNC1CCS(=O)(=O)C1 (configuration not stated) : -9.0, 12.9

Next section
SMILES | TAG inh | TAG inh DAPI viability
CCOC(=O)CNC(=O)CSc1nc(NCc2ccccc2)nc(N(C)C)n1 | -27.8 | 3.5
COCCn1c(=NC(=O)CSCC(=O)N2CCOCC2)sc2ccccc21 | 10.2 | -0.3
CN1/C(=C\C(=O)Nc2ccc(Cl)cc2)C(C)(C)c2ccccc21 | -14.0 | 2.0
O=C(C=Cc1ccco1)c1ccc([N+](=O)[O-])cc1 | -8.5 | 2.6
O=C(NCc1cn2ccccc2n1)c1ccccc1 | 14.8 | 5.5
O=C(c1ccc(S(=O)(=O)Nc2cccc(C(F)(F)F)c2)cc1)N1CCOCC1 | 6.4 | -1.6
CCOc1cc(NC(=O)c2ccccc2C(=O)O)c(OCC)cc1NC(=O)c1ccccc1F | 37.1 | -11.4
CC(=O)Nc1ccc(-c2nn[nH]n2)cc1 | 14.0 | -7.1
Cc1ccn2c(=O)nc(SCC(=O)N3CCCCCC3)nc2c1 | 6.0 | 2.2
CCC(=O)c1cn(CC(=O)OC)c2ccccc12 | 14.9 | -6.1
CCc1ccc(C(=O)OCC(=O)N2CCCCCC2)cc1 | -17.6 | -0.4
Cc1cc(C)n(-c2ccc(C(=O)Nc3ccc(S(=O)(=O)NCc4ccco4)cc3)cc2)n1 | 4.6 | -8.8
C/C(=N\NC(=S)Nc1ccc(C)cc1)c1cc2ccccc2o1 | 9.8 | 2.2
COc1ccccc1C(CNC(=O)CNC(=O)c1ccc(Cl)c(Cl)c1)N1CCCC1 (configuration not stated) | 2.0 | 5.3
CC(C)C[C@@H](CNCC(=O)[C@H](CC(C)C)NC(=O)c1[nH]cnc1C(=O)N[C@@H](C)CN)NC(=O)c1nc[nH]c1C(=O)N[C@@H](C)C(=O)O | 0.1 | 1.2

(list continues)
SMILES | TAG inh | TAG inh DAPI viability
CCc1nnc(NC(=O)c2nc3nc(C)cc(C)n3n2)s1 | 5.7 | 6.3
Cc1cccc(CN2CCN(CC(=O)NCc3cccs3)C2=O)c1 | -1.7 | -1.4
CCOc1cc(-c2cc(-c3ccc(N)cc3)nc(N)c2C#N)ccc1O | -6.1 | 65.9
CCOC(=O)/C(=N\Nc1ccccc1Cl)N(C)C1CCS(=O)(=O)C1 (configuration not stated) | -8.1 | -1.3
COc1ccc(NC(=O)CCN2C(=O)C3CC=CCC3C2=O)cc1S(=O)(=O)N1CCCCC1 (configuration not stated) | -0.9 | -0.2
O=C(NCC1CC1)Nc1cccs1 | -6.1 | 1.2
CCc1nc2ccc(C(=O)NCc3ccccc3OC)cn2c1N(CC)Cc1cccc(Br)c1 | 2.7 | 6.8
CNC(=S)NNC(=O)c1cccn(Cc2ccccc2)c1=O | -7.1 | 5.1
O=C(CCc1ccccc1)NNC(=S)NCc1ccc(Cl)cc1 | 3.9 | -1.6
COc1ccc(C)cc1NC(=O)c1cc2c(CO)cnc(C)c2oc1=N | 17.0 | -10.2
O=C(Cn1cnnn1)Nc1cccc(S(=O)(=O)N2CCCCC2)c1 | -3.4 | 7.9
CCCCC(CC)C(=O)Nc1ccc(C#N)cc1 (configuration not stated) | 3.1 | -4.9
COc1ccc(NC(=O)CN(C)C(=O)CSCC(=O)Nc2ccc(C)cc2)cc1 | -2.9 | 0.4
COc1ccccc1NC(=O)C(C)OC(=O)CCNS(=O)(=O)c1cccc(C(F)(F)F)c1 (configuration not stated) | 1.9 | 1.2
O=C(/C=C/c1cccc([N+](=O)[O-])c1)NCC1CCCO1 (configuration not stated) | 1.1 | 0.5

New compounds follow.
SMILES | TAG inh | TAG inh DAPI viability
CC(C)CC(N)c1csc(Nc2ccc(C(=O)N(C)Cc3ccccc3)cn2)n1 (configuration not stated) | 30.7 | 15.8
CCOc1ccc(NS(=O)(=O)c2ccc(NC(=S)NC(C)=O)cc2)cc1 | -3.5 | 4.6
CC1CC(=O)c2ccccc2C1C (configuration not stated) | 8.4 | 4.9
O=C(Nc1nccc(-c2cccs2)n1)c1cccs1 | -32.9 | 67.6
Cc1sc2nc(C)n(/N=C/c3ccc(O)cc3O)c(=O)c2c1C | 3.2 | -8.1
CC(C)C[C@@H](CN1CCCC1CN1C(=S)NC[C@@H]1Cc1ccc(O)cc1)N1C[C@H](Cc2ccc(O)cc2)N(CCc2ccccc2)C1=S (some centres not stated) | 13.1 | -29.9
O=C(NCc1ccccc1)c1ccc2nc(N3CCOCC3)sc2c1 | 9.1 | -5.4
COc1ccc(N2C[C@H](C)[C@@H](CC(=O)Nc3ccccc3)C2=O)cc1 | -29.4 | -1.8
CCOC(=O)N1CCN(C(=O)c2ccc(C#CC3(O)CCCCC3)cc2)CC1 | 19.3 | -3.6
Cc1cc(C(=O)Nc2cccc3c2O[C@@H](CN(C)S(C)(=O)=O)[C@H](C)CN([C@@H](C)CO)C3=O)n(C)n1 | -17.3 | 2.6
CCCc1nnc(NC(=O)c2cccs2)s1 | 10.3 | -13.3
O=S(=O)(c1ccc(F)cc1)c1nc(-c2ccccc2)oc1N1CCOCC1 | 0.0 | 2.1
Cc1cc(C)c2c(n1)sc1c(=O)n(CC(=O)c3ccccc3)cnc12 | -64.8 | 7.4
CCn1c(SCC(=O)c2ccc(Cl)cc2)nnc1-c1cccs1 | -15.1 | -11.1
Cc1c(NS(C)(=O)=O)cccc1-c1nc2cccnc2s1 | 5.9 | -1.3

The listing continues.
SMILES | TAG inh | TAG inh DAPI viability
CC(=O)Nc1ccc(OCC(O)CNC(C)C)cc1 (configuration not stated) | 9.4 | -1.2
O=C(Nc1nnc(C2CC2)s1)c1cncc(Br)c1 | -7.6 | 2.1
Cc1cc(O)cc(O[C@H]2OC(CO)[C@H](O)[C@@H](O)[C@H]2O)c1 (some centres not stated) | 2.4 | -1.4
O=C(CCCn1c(=S)[nH]c2cc3c(cc2c1=O)OCO3)NCCc1ccc(Cl)cc1 | -0.7 | 5.4
CC(=O)c1ccc(NC(=O)c2ccc(CNc3c(N4CCCC4)c(=O)c3=O)cc2)cc1 | 0.1 | -0.9
CC(Sc1n[nH]c(-c2ccccc2F)n1)C(=O)Nc1ccc(S(N)(=O)=O)cc1 (configuration not stated) | -17.6 | 6.8
Cc1ccc(S(=O)(=O)N2CN(Cc3ccco3)c3nc4ccccc4nc32)cc1 | -33.7 | 14.3
C/C(=N/NC(=O)c1ccc2c(c1)OCO2)c1ccc(Br)s1 | 6.8 | 3.1
CCc1nc2c(OCCC3CCCCC3)cccn2c1N(C)C(=O)C(C)C | -1.7 | -8.2
O=C1CCCN=C(Nc2ccc(F)c(Cl)c2)S1 | 2.5 | 4.8
COc1ccc(-n2c(SCc3cn4c(C)cccc4n3)nc3ccccc3c2=O)cc1OC | 1.7 | -7.2
NS(=O)(=O)c1ccc(NC(=O)/C=C/c2cccs2)cc1 | 3.1 | 1.0
COc1ccc(C(CCNCc2ccc(F)cc2)c2ccc(F)cc2)cc1 (configuration not stated) | -5.9 | 152.9
Cc1nn(CCOc2ccccc2)c(=O)n1-c1ccc(Cl)cc1 | 20.2 | -9.4
O=C(Oc1ccc(=O)n(-c2ccccc2)n1)c1ccccc1 | -0.3 | -17.1

Laid out differently: entries from further up.
compound: COc1ccc(NC(=O)CCN2C(=O)C3CC=CCC3C2=O)cc1S(=O)(=O)N1CCCCC1 (configuration not stated)
  TAG inh = -0.9	TAG inh DAPI viability = -0.2

compound: O=C(NCC1CC1)Nc1cccs1
  TAG inh = -6.1	TAG inh DAPI viability = 1.2

compound: CCc1nc2ccc(C(=O)NCc3ccccc3OC)cn2c1N(CC)Cc1cccc(Br)c1
  TAG inh = 2.7	TAG inh DAPI viability = 6.8

(cont.)
SMILES,TAG inh,TAG inh DAPI viability
Cc1cc(C)c(NC(=O)C2C3/C=C\CCCCC32)c(C)c1 (configuration not stated),-4.7,-16.0
COc1ccc(OC)c(NC(=O)c2cccc(N3C(=O)C4C5CCC(C5)C4C3=O)c2)c1 (configuration not stated),-7.1,-12.8
O=C1Nc2ccccc2C1(c1ccccc1)c1ccccc1,-0.9,-11.7
O=C(NS(=O)(=O)N1CCCC1)C1=C(N2CCCC2)COC1=O,-7.6,1.3
CC1NC(=O)c2cc3ccccc3cc2-n2c1nc1ccccc1c2=O (configuration not stated),-37.4,5.5
COC(=O)c1[nH]c2ccc(C)cc2c1NC(=O)CN1CCN(c2ccccc2)CC1,-53.7,-5.0
Clc1ccc(Cc2nn3c(Cn4nnc5ccccc54)nnc3s2)cc1,20.7,-6.0
COc1cccc(-c2nc(CS(=O)CC(=O)NCc3ccccc3Cl)c(C)o2)c1 (configuration not stated),1.0,-6.7
Cc1c(Cl)cccc1NC(=S)Nn1cnnc1,5.3,4.1
CCN(CC(=O)NCc1cccs1)C(=O)c1cccc(S(=O)(=O)N(CC)c2ccccc2)c1,18.5,-2.4

(listing goes on)
SMILES,TAG inh,TAG inh DAPI viability
CC1CCC2(CC1)SCC(=O)N2c1ccc(F)cc1 (configuration not stated),8.7,-0.3
CN(C)S(=O)(=O)n1cnc([C@H]2c3c(ncn3Cc3ccccc3)C[C@H]3COC(=O)[C@@H]32)c1,-2.8,-3.9
CCC1=NN2C(=N)/C(=C\c3ccc(OCCOc4ccccc4OC)cc3)C(=O)N=C2S1,0.1,-1.6
CCN(CC(=O)Nc1c(F)cccc1F)C(=O)CCc1c[nH]c2ccccc12,-3.3,8.5
O=C(NCc1cc(C(F)(F)F)ccc1F)C1CCC(=O)N(C2CC2)C1 (configuration not stated),-17.0,-2.4
COC(=O)c1cc2sccc2n1Cc1nc(-c2ccc(Cl)cc2)oc1C,-19.8,2.6
NC(=O)[C@@H]1CCCNc2c(I)cc([N+](=O)[O-])cc2C(=O)N[C@@H](CCC(=O)O)C(=O)N[C@@H](CO)C(=O)N1,6.4,61.0
O=C(Nc1ccc(F)c(Cl)c1)c1csc([C@H]2C[C@H](O)[C@@H](CO)O2)n1,9.6,0.4
CCOC(=O)NN1C(=O)c2ccccc2NC1c1ccccn1 (configuration not stated),-28.4,8.0
O=C(N/N=C/c1ccsc1)C1CC1,5.4,1.5

The listing continues.
SMILES,TAG inh,TAG inh DAPI viability
O=C(NC12CC3CC(CC(C3)C1)C2)c1ccc(N2CCNCC2)c([N+](=O)[O-])c1,31.4,-17.5
Cc1ccc(SCC(=O)N2CCN(c3ccccn3)CC2)cc1,-1.6,-3.0
Nc1ccn([C@H]2C[C@H](O)[C@@H](CO)O2)c(=O)n1,-3.5&-8.7,0.2&5.7
Cc1ccccc1NS(=O)(=O)c1ccc(C(=O)NCCCN2CCOCC2)cc1,7.9,4.1
CSCCC(NC(=O)c1ccco1)C(=O)OC(C)C(=O)NC(=O)NC1CCCCC1 (configuration not stated),-7.3,17.1
O=S(=O)(NCCc1ccccc1)c1ccc(F)cc1Br,-6.6,-3.9
CS(=O)(=O)NCCC1=CCCCC1,7.7,1.1
CC(C)(C)c1ccc(OCC(O)CN2CCc3ccccc3C2)cc1 (configuration not stated),-2.0,9.5
CCOc1ccccc1OCCCC(=O)NC1=NCCS1,1.0,-5.2
CCOC(=O)C=Cc1ccc(C(=O)OCC)[nH]1,4.4,-7.6

(continued)
SMILES,TAG inh,TAG inh DAPI viability
O=C(NCC1COc2ccccc2O1)C1C2C=CC3(CN(Cc4ccccc4Cl)C(=O)C13)O2 (configuration not stated),7.3,-2.0
CSCCC(C(=O)OC1CCOC1=O)N1C(=O)c2ccccc2C1=O (configuration not stated),-13.1,2.5
CCCCn1c(N)c(N(CCOC)C(=O)COC(=O)C(C)(C)Oc2ccc(Cl)cc2)c(=O)[nH]c1=O,11.6,-12.9
CCOc1ccc(C2C=C(c3ccccc3)Nc3nnnn32)cc1 (configuration not stated),11.3,19.7
CCCC(c1nnnn1CCOC)N1CCN(Cc2ccccc2)CC1 (configuration not stated),-4.2,-13.5
COc1ccc(N=C2S/C(=C\c3cc(C)n(C)c3C)C(=O)N2CC(C)C)cc1,22.0,-10.4
C/C(=N\NC(=O)c1cccc(S(=O)(=O)N2CCCC2)c1)c1ccc(F)cc1,9.1,-3.2
CC(=O)NC(c1cccs1)c1cc([N+](=O)[O-])c2cccnc2c1O (configuration not stated),13.5,-11.6
O=NN(CCc1ccncc1)c1ccc(OCc2ccccc2)cc1,-25.9,6.1
C=C1N(C)c2cc([N+](=O)[O-])c(N)cc2C1(C)C,1.7,2.6
CC(C)CCn1c(N2CCOCC2)nc2c1c(=O)n(CC(N)=O)c(=O)n2C,2.7,-1.8

Assay outcomes: PubChem, Sanford-Burnham Center for Chemical Genomics
